TPT1 inh = Candida albicans TPT1 enzyme inhibitors, primary screen, biochemical, fluorescence polarization; recombinant caTPT1, FP RNA substrate dephosphorylation; actives 0.81% (n = 300,000); tRNA 2'-phosphotransferase TPT1 (Candida albicans SC5314); inhibition, % at 5 µM;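 active = inhibition above the mean of all tested compounds plus 3 SD, set per screening campaign, cut at about 24% in these data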;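 also: plate controls were DMSO alone for no effect and ferristatin control at 100 nM for full effect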
Yeast superoxide = reduction of superoxide in aged yeast, primary screen, HTS; S. cerevisiae aged cells, superoxide DHE fluorescence; stronger effect = lower value; superoxide response (% of plate mean), % at 10 µM; actives 0.18% (n = 330,000);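 active = superoxide response under a set limit, about three screen SD below normal, cut at about 65% in these data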;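 also: yeast aged for seven days with compound at 30 °C before DHE staining; 100% = average MFI of all compound-treated wells on the plate with controls excluded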
PP5 inh = PP5 phosphatase inhibitors, primary screen, biochemical, fluorescence; Serine/threonine-protein phosphatase 5 (Homo sapiens), P53041; purified PP5c, OMFP substrate fluorescence; inhibition, % at 6.7 µM; actives 0.18% (n = 320,000);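 active = inhibition above the campaign's mean inhibition across all tested compounds plus 3 SD, cut at about 9.5% in these data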;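 also: 0% = DMSO only and 100% = 100 µM cantharidin control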
EBNA-1 inhibitor = EBNA-1 DNA-binding inhibitors, primary screen, biochemical, fluorescence polarization. inhibition, % at 14.8 µM. actives 0.34% (n = 300,000); in the data active = inhibition above about 28%
HCV core dimer = inhibitors of HCV core protein dimerization, primary screen, biochemical, TR-FRET, high-throughput. TR-FRET GST/Flag-core106 dimerization, 1536-well. inhibition, % at 5 µM. actives 0.33% (n = 300,000). AID 1899, 2009;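 active = inhibition above the mean of all tested compounds plus 3 SD, set per screening campaign, cut at about 45% in these data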
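System: GST-tagged and Flag-tagged HCV core protein residues 1-106 / Input: core106 proteins, GST 13.5 nM and Flag 17 nM / Buffer or medium: KF-containing HEPES buffer, pH 7.45, DTT, CHAPS, BSA / Probe or stimulus: Eu-anti-GST and XL665-anti-Flag labelled anti-tag antibodies / Schedule: 4 h, 22.5 °C incubation / Technique: TR-FRET 671 and 617 nm emission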
ZTA counter = counter-screen for EBNA-1 inhibitors: inhibitors of Epstein-Barr virus ZTA; P03206; ZTA-DNA binding, fluorescence polarization; inhibition, % at 11 µM; actives 0.15% (n = 320,000); AID 2234; in the data active = inhibition above about 33%
Target sequence (P03206 whole entry, looked up): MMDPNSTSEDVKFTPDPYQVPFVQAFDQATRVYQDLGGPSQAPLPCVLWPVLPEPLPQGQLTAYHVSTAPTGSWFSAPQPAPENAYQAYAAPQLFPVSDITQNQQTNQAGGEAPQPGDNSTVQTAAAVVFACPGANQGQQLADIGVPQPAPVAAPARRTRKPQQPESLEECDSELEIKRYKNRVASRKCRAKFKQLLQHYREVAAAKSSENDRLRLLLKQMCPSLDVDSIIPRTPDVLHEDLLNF
PP1 inh = PP1-alpha phosphatase inhibitors, primary screen, counter-screen for PP5 inhibitor project, biochemical, fluorescence, OMFP substrate, single point; purified PP1alpha; inhibition, % at 6.7 µM; actives 0.9% (n = 320,000);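 active = inhibition above the mean inhibition of all tested compounds plus 3 SD, computed separately for each screening campaign, cut at about 15% in these data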
Target sequence (P62136 whole entry, looked up): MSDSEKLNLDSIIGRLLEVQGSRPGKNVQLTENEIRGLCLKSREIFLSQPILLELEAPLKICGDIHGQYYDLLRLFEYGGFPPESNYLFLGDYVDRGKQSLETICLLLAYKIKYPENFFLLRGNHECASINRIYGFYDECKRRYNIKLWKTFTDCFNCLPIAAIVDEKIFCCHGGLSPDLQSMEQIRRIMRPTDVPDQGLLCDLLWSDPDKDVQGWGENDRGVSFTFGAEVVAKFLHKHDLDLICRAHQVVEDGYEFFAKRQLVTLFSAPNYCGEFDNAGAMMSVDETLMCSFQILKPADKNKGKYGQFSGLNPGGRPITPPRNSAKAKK
JMJD2C inh = inhibitors of GASC-1 histone demethylase, primary screen, biochemical, fluorescence, DELFIA europium. GST-JMJD2C(1-420) H3K9me3 demethylation. inhibition, % at 2.35 µM. actives 0.069% (n = 330,000). AID 2099, 2009;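 active = more than half of a compound's replicate wells show inhibition beyond 50%, single wells judged on their own value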;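 also: signal counts dimethyl H3K9 product captured on neutravidin plate; 0% = median of DMSO wells and 100% = 0.3 times that DMSO median; strong numbers were not always called active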
Target sequence (Q9H3R0 1-420 limits assumed): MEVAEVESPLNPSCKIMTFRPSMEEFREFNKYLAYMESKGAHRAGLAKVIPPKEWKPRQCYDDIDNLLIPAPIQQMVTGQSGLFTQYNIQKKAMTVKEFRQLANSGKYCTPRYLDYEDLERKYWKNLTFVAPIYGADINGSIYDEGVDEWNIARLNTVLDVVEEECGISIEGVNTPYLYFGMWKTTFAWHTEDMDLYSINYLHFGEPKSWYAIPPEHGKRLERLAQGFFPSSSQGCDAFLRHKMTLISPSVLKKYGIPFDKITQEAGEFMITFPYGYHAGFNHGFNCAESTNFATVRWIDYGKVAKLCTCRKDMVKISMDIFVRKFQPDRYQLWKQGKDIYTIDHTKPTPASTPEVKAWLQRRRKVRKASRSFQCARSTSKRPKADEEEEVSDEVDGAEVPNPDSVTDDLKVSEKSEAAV
CTSL1 counter = Fasciola hepatica cathepsin L1 inhibitors, primary screen, counter-screen for PFM18AAP inhibitor project, biochemical, QFRET, fluorogenic peptide substrate; recombinant F. hepatica cathepsin L1, Z-Leu-Arg-MCA fluorescence; inhibition, % at 5.96 µM; actives 0.49% (n = 300,000);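 active = inhibition above the mean of all tested compounds plus 3 SD, set per screening campaign, cut at about 17% in these data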;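 also: 0% = plate median of test compound wells and 100% = 1 µM Z-Phe-Ala-diazomethylketone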
The depositor's hits bear a star; i = inactive; . = no result given.

SMILES	PP5 inh	Yeast superoxide	TPT1 inh	PP1 inh	HCV core dimer	EBNA-1 inhibitor	JMJD2C inh	ZTA counter	CTSL1 counter
OC1(c2ccccc2F)CCN(Cc2nnnn2Cc2ccc(F)cc2)CC1	-0.7	97	-3	-1	-1	2	-21	13	-1
CC(CCc1ccccc1)NCC#N (centres undefined)	-0.1	113	-3	-6	-3	0	4	0	-4
Oc1ccc(C[C@@H]2CNCCN2CCc2cc(C(F)(F)F)cc(C(F)(F)F)c2)cc1	-0.3	96	-1	1	-15	2	-5	9	-1
CCC(=O)Nc1ccccc1C(=O)OC(c1ccccc1)c1ccccc1	2.2	88	2	1	0	3	7	-3	-1
Cc1ccc(S(=O)(=O)N2CC(O)C[C@H]2C(=O)OCC(=O)Nc2ccc(N3CCCCC3)cc2)cc1C (some centres undefined)	3.0	104	-1	3	1	-8	-13	-3	-6
CSCCC(NC(=O)c1ccc([N+](=O)[O-])cc1Cl)C(=O)OCC(=O)NCCCc1ccccc1 (centres undefined)	1.5	109	0	-1	0	3	3	5	0
Cc1ccc(NS(=O)(=O)c2ccc(C(=O)NCc3ccncc3)cc2)cc1	4.2	95	3	-3	0	-7	0	3	2
CCOC(=O)c1ccc(NC(=O)CSc2nnc(C3CC3)n2C)cc1	2.5	112	-1	-2	-4	-3	-10	-1	-1
Nc1cc(N2CCCCC2)c(Cl)cc1[N+](=O)[O-]	-0.3	91	-4	2	-4	-3	4	0	3
Cc1ccc(-c2csc3nc[nH]c(=S)c23)cc1	-0.7	117	2	0	5	-6	-9	2	3
COc1ccc(C(=O)NC(=S)Nc2cccnc2)cc1OC	1.2	98	-4	0	-1	3	-32	-16	-4
CCOc1ccc2nc(SCC(=O)NC3CCCCC3)[nH]c2c1	0.2	97	1	-1	5	10	-3	17	4
CCOC(=O)Cc1csc(SCC(=O)Nc2sc3c(c2C(N)=O)CCC3)n1	1.1	112	18	-4	26	1	-3	9	-2
Cc1cc(=O)[nH]c(-c2ccccc2O)n1	3.5	108	1	2	0	-6	-18	-16	-1
O=C(Nc1nnc(C2CC2)s1)C1Cc2ccccc2CN1S(=O)(=O)c1ccccc1F (centres undefined)	4.8	105	2	4	23	-9	2	-10	-1
COc1ccc(C(=O)NC(=S)Nc2cccnc2)cc1Cl	-1.4	93	-5	-1	-8	10	4	2	-1
CNc1ccc(OC(F)F)cc1C(=O)c1ccccc1	0.2	92	0	-2	2	6	2	12	3
CCCOC(=O)CCCCC1SCC(NC(=O)OC)C1NC(=O)OC (centres undefined)	-0.8	95	-1	-3	-13	-1	8	-14	-1
COc1cccc(CN2CC(C(=O)NCCOc3cccnc3)CCC2=O)c1 (centres undefined)	0.0	102	-2	-1	-4	-2	0	2	-3
O=C(CNC(=O)c1ccc(Cl)cc1)NCCCn1ccnc1	-1.9	107	1	-2	2	-1	7	8	-3
CCN(CC(=O)NCc1cccs1)C(=O)c1cccc(S(=O)(=O)Nc2ccc(C)cc2)c1	-1.2	94	0	-4	0	-12	-3	-13	-2
O=[N+]([O-])c1ccc(/C=N/n2c(-c3cccnc3)n[nH]c2=S)cc1	-0.1	98	5	-1	-6	-5	-21	-10	-2
Cn1cc(/C=C/C(=O)N2CCCC(C(=O)c3cccc(C(F)(F)F)c3)C2)cn1 (centres undefined)	3.0	98	3	1	-5	-1	2	2	-3
Cc1cccc(-n2c(N)c(C(=O)N3CCN(C)CC3)sc2=S)c1	1.4	96	0	-3	-3	6	6	4	0
Cc1ccc(-n2c(=O)cc(N3CC(C)OC(C)C3)[nH]c2=O)cc1 (centres undefined)	-4.8	111	0	-3	-10	4	-15	7	-2

For convenience, some entries already given.
SMILES	PP5 inh	Yeast superoxide	TPT1 inh	PP1 inh	HCV core dimer	EBNA-1 inhibitor	JMJD2C inh	ZTA counter	CTSL1 counter
O=C(CNC(=O)c1ccc(Cl)cc1)NCCCn1ccnc1	-1.9	107	1	-2	2	-1	7	8	-3
CCN(CC(=O)NCc1cccs1)C(=O)c1cccc(S(=O)(=O)Nc2ccc(C)cc2)c1	-1.2	94	0	-4	0	-12	-3	-13	-2
O=[N+]([O-])c1ccc(/C=N/n2c(-c3cccnc3)n[nH]c2=S)cc1	-0.1	98	5	-1	-6	-5	-21	-10	-2
Cn1cc(/C=C/C(=O)N2CCCC(C(=O)c3cccc(C(F)(F)F)c3)C2)cn1 (centres undefined)	3.0	98	3	1	-5	-1	2	2	-3

(next part)
SMILES	PP5 inh	Yeast superoxide	TPT1 inh	PP1 inh	HCV core dimer	EBNA-1 inhibitor	JMJD2C inh	ZTA counter	CTSL1 counter
CCc1c(C(=O)N2CCN(c3ccccc3F)CC2)[nH]c(C)c1C(C)=O	-0.4	99	-2	-2	1	5	-2	-5	0
CN(C)CC1CCCCC1OC(=O)/C=C/c1ccccc1 (centres undefined)	-1.5	110	3	3	-1	-3	-8	0	1
CCOC(=O)N1CCN(C(=O)CSc2nnc(-c3ccccc3OC)o2)CC1	-0.4	85	-4	-2	-7	2	-6	-15	-2
Cc1c(C(=O)NCCNc2ncc(C(F)(F)F)cc2Cl)cccc1[N+](=O)[O-]	0.6	100	-3	2	-7	-8	-47	-3	0
O=c1[nH]c(CN2CCN(C/C=C/c3ccccc3)CC2)nc2cc(Cl)ccc12	1.8	91	-1	5	1	-2	0	-20	-3
Cc1cc(C(=O)CSc2nn(-c3ccccc3)c(=S)s2)c(C)n1Cc1ccco1	3.0	111	-3	20*	3	5	-10	-14	5
CCCCNC(=O)N1CCN(c2ncccn2)CC1	0.2	86	-1	-2	-4	2	-8	-4	5
O=C(NCc1ccc2[nH]c3c(c2c1)CCCC3)c1ccc(S(=O)(=O)N2CCCC2)cc1	3.0	104	-4	1	37	-1	5	-1	-1
COc1cccc(NC(=O)CC2C(=O)NC3CCCCC3N2C(=O)c2ccccc2)c1 (centres undefined)	1.5	115	-3	-1	0	6	5	0	2
CCN=C1SC(CC(=O)Nc2ccc(C)cc2)C(=O)N1CC (centres undefined)	2.6	105	-4	-2	-1	-4	7	-12	-2
CC(C)N1CCC(NC(=O)NC2CCCCC2)CC1	2.5	83	0	0	-5	-2	-4	4	-2
Cc1ccc(CNC(=O)CN2C(=O)COc3ccc(C)cc32)cc1	3.9	102	1	1	2	-16	2	2	-2
Cn1c(=O)c2c(nc(SCC(=O)NCc3ccco3)n2C)n(C)c1=O	-1.1	77	-2	-5	-6	2	i	0	-1
Cc1nc2oc3ccc(F)cc3c(=O)c2cc1C(=O)O	-0.6	105	0	-2	-18	1	-3	0	6
O=C(NC(=S)Nc1ccc(O)cc1)c1ccccc1Cl	-1.3	93	-3	3	-1	-8	7	0	1
Cc1cccc(NC(=S)NN2CCN(C)CC2)c1C	3.1	102	-5	-1	-7	-1	3	-3	-3
CC(CN1CCOCC1)C(=O)c1ccccc1 (centres undefined)	1.9	96	1	-3	-2	-6	1	-5	1
COc1ccc(OC)c(-c2csc(NC(=O)CN3C(=O)NC4(CCCC4)C3=O)n2)c1	3.1	123	1	-2	-1	-21	9	-13	5
Cn1nc(C(=O)Nc2ccc3c(c2)OCO3)c2ccccc2c1=O	1.5	94	0	-6	-9	-5	2	-6	7
Cc1ccccc1Cn1cc(NC(=O)CCCn2nc([N+](=O)[O-])cc2C)cn1	-1.7	97	-5	0	-2	-1	0	-4	1
Cc1c(C(=O)N2CCOCC2)c(S(=O)(=O)Nc2cccc(F)c2)c(C)n1C	0.1	74	0	1	-15	1	.	-12	2
O=C(Nc1cccc(N=Cc2cc(Br)cc(Br)c2O)c1)c1ccco1	-0.9	76	2	-2	7	3	8	10	-2
Cc1ccc(C2/C(=C(\O)c3cnn(-c4ccccc4)c3C)C(=O)C(=O)N2CCN(C)C)o1 (centres undefined)	-2.5	88	-11	-1	0	4	12	9	2
CN(C(=O)c1ccc(NC(=O)Cc2ccc(NC(=O)C3CCN(C(=O)C4CC4)CC3)cc2)cc1)C1CC1	-0.8	101	.	-6	.	.	38	-11	.
CCSc1nnc(NC(=O)c2cc(C)on2)s1	2.3	83	-4	-5	-1	0	5	-2	6

Next entries follow:
SMILES	PP5 inh	Yeast superoxide	TPT1 inh	PP1 inh	HCV core dimer	EBNA-1 inhibitor	JMJD2C inh	ZTA counter	CTSL1 counter
O=C(NCCc1ccccc1Cl)C1CC(=O)N(C2CCCCC2)C1 (centres undefined)	1.8	102	1	-1	-4	-4	-31	-16	-1
CN1C(=O)c2cccc3c(S(=O)(=O)N(C)C)ccc1c23	-0.7	98	-3	-5	-3	6	8	1	2
O=C(CSc1nnc(Cc2cccs2)n1C1CC1)NC1CCS(=O)(=O)C1 (centres undefined)	2.1	94	.	0	.	.	3	7	.
Cc1ccc(COC(=O)c2nn(C)c(=O)c3ccccc23)cc1	-1.2	103	2	0	-1	-5	4	-3	-1
N#Cc1ccc(N2CCOCC2)nc1	0.9	99	-1	3	-2	-14	1	-9	-2
CC(=O)N1CN(C2CCS(=O)(=O)C2)Cc2c1sc1c2CCCC1 (centres undefined)	1.7	104	-2	-2	1	1	-6	-2	-3
CC[C@@]12C(=O)N(c3cccc(Br)c3)C(=O)N1[C@H](c1ccc(Br)cc1)[C@@H]1C(=O)N(C(C)(C)C)C(=O)[C@@H]12	4.5	107	-1	5	8	-8	-2	0	5
COc1ccc(C(=O)Nc2ccccn2)cc1S(=O)(=O)N1CCOCC1	-1.9	91	0	-1	-2	12	-2	-1	0
COc1ccccc1CC(=O)N1CCN(c2cccc(Cl)c2)CC1	-0.4	97	2	1	7	5	0	7	4
Cc1ccc(NC(=O)CNC(c2ccccc2)c2ccccc2)c(F)c1	2.9	92	0	-2	11	-4	3	-22	-2
O=C(Nc1cnn(Cc2ccc(F)cc2)c1)C(c1ccccc1)c1ccccc1	6.0	107	-1	3	1	-5	-5	-9	-2
CCN1CCN(CCCNC(=O)c2cc3sccc3n2CC)CC1	0.0	99	-3	-1	-22	-4	-5	-3	-4
Cc1nc2cc(C(F)(F)F)ccc2n1C1CCN(CC(=O)NC(C)(C)C)CC1	1.4	76	-2	-7	-2	-8	0	-2	0
Cc1ccc([N+](=O)[O-])cc1S(=O)(=O)Nc1ccccn1	4.5	104	0	-5	-1	-10	60	14	-2
COc1c(N2CCN(C(=S)NCc3ccccc3)C(C)C2)c(F)cc2c(=O)c(C(=O)O)cn(C3CC3)c12 (centres undefined)	2.8	90	-1	43*	19	5	-13	3	1
C/C(=N\NC(N)=S)C1C2C3CC4C5CC(C42)C1C53 (centres undefined)	1.7	101	-3	-4	1	0	9	-10	3
COc1ccccc1Cn1c(=S)[nH]c2cc(C(=O)NCC3CCCO3)ccc2c1=O (centres undefined)	-1.6	98	-1	-4	5	1	-26	8	0
O=C1CC2c3ccccc3C1C1C(=O)N(CCc3ccccc3)C(=O)C21 (centres undefined)	4.0	100	1	-1	8	7	2	-9	1
COC(=O)c1cc(C(=O)c2c(C)cc3ccccn23)cc([N+](=O)[O-])c1	4.7	108	-1	3	-10	-5	0	-7	4
CCN(CC)S(=O)(=O)c1cccc(-n2c(O)c(C=Nc3ccccc3C(=O)O)c3ccccc3c2=O)c1	-2.3	104	2	0	22	9	1	17	5
CCN(CC)C(=O)c1cc2c(=O)oc3ccccc3c2s1	-1.6	98	-4	-4	2	7	2	2	4

Bioassay records: PubChem, several laboratories
